# 3CLpro inhibitor – SARS-CoV 3CLpro protease inhibition | P0C6X7 | recombinant SARS-CoV 3CLpro, quenched FRET peptide cleavage | inhibition, % at 6 µM | actives 0.14% (n = 290,000); in the data active means inhibition above about 12%
# PfHsp40 yeast – rescue of PfHsp40-mediated yeast toxicity; S. cerevisiae expressing PfHsp40, growth rescue, ATP luminescence; growth rescue, % at 12.5 µM; actives 0.68% (n = 340,000); AID 504582; in the data active means growth rescue above about 28%, passing the limit was not always enough;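 further: yeast W303a lacking pdr1 and pdr3 grown in galactose medium; growth measured after three days at 30 °C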
# CCHFV vOTU inh – CCHFV vOTU protease inhibition. AID 651958. actives 0.55% (n = 370,000). Pep-AMC fluorescence. inhibition, % at 11.5 µM; in the data active means inhibition above about 30%; further: 0% = vehicle wells with enzyme and 100% = no enzyme wells
# Yp Topo-I inh – inhibitors of Yersinia pestis topoisomerase I; actives 0.064% (n = 360,000); activity, % at 10 µM; AID 504884; Y. pestis Topo-I cleavage product accumulation, plate reader; in the data active means activity above about 50%, passing the limit was not always enough; further: inactives centre near 2
# BoNT-A LC inh2 – blocks Botulinum neurotoxin A light chain protease; multiplex microsphere protease substrate cleavage, flow cytometry; inhibition, % at 10 µM; actives 0.17% (n = 360,000); AID 588499; further: plate controls were buffer without enzyme for full effect and enzyme alone for no effect
# DUSP3 inh – DUSP3 (human) phosphatase inhibition | recombinant VHR phosphatase, pNPP absorbance | actives 0.52% (n = 290,000) | inhibition, % at 13.3 µM | P51452; in the data active means inhibition above about 50%; further: some compounds called inactive have numbers as strong as hits
# Anthrax LF prot – inhibitors of Bacillus anthracis lethal factor protease. inhibition, % at 10 µM. actives 0.12% (n = 360,000). AID 588501. multiplex microsphere protease cleavage assay, LF; further: plate controls were buffer without enzyme for full effect and enzyme alone for no effect
# BH1578 lux ind – induces V. cholerae light production without autoinducers | V. cholerae BH1578 lux reporter, luminescence, 6 h | activation, % at 18.7 µM | actives 0.16% (n = 350,000) | AID 588436; in the data active means activation mostly above about 9.7%, no sharp cut-off; further: not every result past the cut was called active; inactives centre near 0; reference of the scale not given here
# SSB-PriA inh – inhibitors of Klebsiella pneumoniae PriA binding to SSB C-terminal tail; AlphaScreen SSBct-PriA binding, biotinylated peptide; inhibition, % at 33 µM; actives 0.6% (n = 430,000); AID 1272365; in the data active means inhibition mostly above about 37%, no sharp cut-off; inactive means mostly below about 20%;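 further: plate controls were negative control peptide for no effect and reference peptide for full effect; strong numbers were not always called active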
# TcdB inh – TcdB glycohydrolase inhibition | P18177 | inhibition, % at 9.99 µM | actives 0.24% (n = 350,000) | TcdB glycohydrolase enzymatic assay, plate reader | AID 652162; in the data active means inhibition above about 10%
# Target sequence (P18177 whole entry, looked up): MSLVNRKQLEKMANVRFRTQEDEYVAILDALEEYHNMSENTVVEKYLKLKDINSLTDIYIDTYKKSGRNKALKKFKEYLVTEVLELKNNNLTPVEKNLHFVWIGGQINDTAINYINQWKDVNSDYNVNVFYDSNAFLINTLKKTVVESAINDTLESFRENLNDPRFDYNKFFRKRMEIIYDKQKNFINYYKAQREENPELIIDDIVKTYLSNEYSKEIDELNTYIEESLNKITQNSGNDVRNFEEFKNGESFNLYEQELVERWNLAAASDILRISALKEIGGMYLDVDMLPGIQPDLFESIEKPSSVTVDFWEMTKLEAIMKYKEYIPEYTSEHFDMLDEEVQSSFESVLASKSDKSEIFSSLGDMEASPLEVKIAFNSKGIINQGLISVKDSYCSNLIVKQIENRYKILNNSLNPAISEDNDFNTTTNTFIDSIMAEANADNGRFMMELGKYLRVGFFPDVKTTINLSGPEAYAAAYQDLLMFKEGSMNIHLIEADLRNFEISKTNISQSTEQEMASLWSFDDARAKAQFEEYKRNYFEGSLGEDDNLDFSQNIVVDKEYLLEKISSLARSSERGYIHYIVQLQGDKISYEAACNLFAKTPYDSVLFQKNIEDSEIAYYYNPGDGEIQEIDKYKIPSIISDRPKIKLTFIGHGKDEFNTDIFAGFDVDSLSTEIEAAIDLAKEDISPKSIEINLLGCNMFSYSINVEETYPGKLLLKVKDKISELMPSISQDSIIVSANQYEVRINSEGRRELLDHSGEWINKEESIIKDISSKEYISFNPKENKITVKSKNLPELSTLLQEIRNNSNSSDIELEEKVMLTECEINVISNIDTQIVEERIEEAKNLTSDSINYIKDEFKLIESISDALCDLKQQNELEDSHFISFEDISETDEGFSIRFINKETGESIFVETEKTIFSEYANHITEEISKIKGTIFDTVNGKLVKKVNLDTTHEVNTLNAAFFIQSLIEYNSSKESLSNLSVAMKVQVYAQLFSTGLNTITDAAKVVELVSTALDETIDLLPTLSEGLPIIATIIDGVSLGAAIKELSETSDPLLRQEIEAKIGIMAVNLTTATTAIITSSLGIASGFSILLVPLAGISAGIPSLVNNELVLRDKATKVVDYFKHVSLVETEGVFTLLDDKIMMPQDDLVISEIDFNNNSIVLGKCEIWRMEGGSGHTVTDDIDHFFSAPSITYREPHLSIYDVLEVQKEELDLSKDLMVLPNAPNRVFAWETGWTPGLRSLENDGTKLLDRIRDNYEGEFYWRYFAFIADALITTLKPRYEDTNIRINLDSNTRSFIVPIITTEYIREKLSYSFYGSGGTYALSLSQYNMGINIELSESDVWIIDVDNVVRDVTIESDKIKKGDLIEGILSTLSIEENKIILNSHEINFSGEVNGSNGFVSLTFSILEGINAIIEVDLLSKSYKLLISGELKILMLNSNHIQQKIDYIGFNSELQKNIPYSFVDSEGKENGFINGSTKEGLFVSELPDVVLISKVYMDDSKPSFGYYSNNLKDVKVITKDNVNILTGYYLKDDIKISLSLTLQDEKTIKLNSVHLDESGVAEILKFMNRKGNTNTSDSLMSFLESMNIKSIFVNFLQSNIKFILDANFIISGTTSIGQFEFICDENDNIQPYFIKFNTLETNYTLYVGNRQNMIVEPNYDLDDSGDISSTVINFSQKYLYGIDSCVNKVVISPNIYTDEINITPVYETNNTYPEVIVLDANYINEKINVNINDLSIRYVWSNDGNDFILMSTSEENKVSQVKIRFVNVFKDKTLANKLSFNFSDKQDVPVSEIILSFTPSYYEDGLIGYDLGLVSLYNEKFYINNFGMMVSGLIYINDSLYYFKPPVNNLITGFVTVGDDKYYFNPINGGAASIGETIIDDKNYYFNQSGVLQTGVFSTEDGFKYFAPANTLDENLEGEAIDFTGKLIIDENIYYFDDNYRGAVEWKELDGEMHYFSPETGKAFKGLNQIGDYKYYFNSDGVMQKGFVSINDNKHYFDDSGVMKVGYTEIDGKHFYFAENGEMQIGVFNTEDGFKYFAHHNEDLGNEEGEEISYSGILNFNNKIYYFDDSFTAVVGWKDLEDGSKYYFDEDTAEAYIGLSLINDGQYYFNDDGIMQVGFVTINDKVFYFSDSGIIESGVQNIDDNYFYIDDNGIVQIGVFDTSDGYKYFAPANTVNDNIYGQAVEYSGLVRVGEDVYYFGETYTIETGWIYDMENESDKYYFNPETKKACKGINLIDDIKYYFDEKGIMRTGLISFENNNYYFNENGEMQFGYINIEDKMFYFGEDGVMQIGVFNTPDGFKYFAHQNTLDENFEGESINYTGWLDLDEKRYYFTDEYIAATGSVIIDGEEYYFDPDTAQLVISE
# * = called active by the depositor; i = inactive; / = no result given; & = joins results of further samples. Unless noted, no stated cut-off is given here; in the data, active means inhibition above about 30%; inconclusive means no clear call, values can overlap the other calls; inactive means below that. Only part of the results is shown; the hit share may differ from the screen's.
SMILES,3CLpro inhibitor,PfHsp40 yeast,CCHFV vOTU inh,Yp Topo-I inh,BoNT-A LC inh2,DUSP3 inh,Anthrax LF prot,BH1578 lux ind,SSB-PriA inh,TcdB inh
CCCCn1c(N)c(N(CC(C)C)C(=O)CC2CCCC2)c(=O)[nH]c1=O,/,-0.4,0.6,-3.9,-0.4,/,0.0,i,-9.6,0.2
Cc1ccccc1CNS(=O)(=O)c1ccc2c(c1)C(C)(C)C(=O)N2C,1.3,-1.2,-7.4,-4.1,3.2,-6.5,-1.5,0.7,1.2,-1.5
COc1cccc(CN2CCN(C(=O)Cc3ccccc3OC)CC2)c1,1.7,-0.5,-9.9,5.2,/,12.6,/,0.4,-0.5,0.7
CCOc1ccc(NC(=S)NCCCn2ccnc2)cc1,2.3,-0.1,-11.7,-4.5,-0.8,7.8,-2.4,0.3,2.6,/
Nc1ncc(-n2cncn2)c(-c2ccccc2)n1,1.3,-1.3,-4.2,6.2,-0.4,27.4,-1.6,-0.4,-16.2,0.7
O=C(NCc1ccccc1Cl)c1cnc2ccccc2n1,4.1,-0.2,-15.9,8.0,0.4,21.5,0.7,-0.2,-9.8,1.0
O=C(O)CCN1C(=O)/C(=C\c2cccc(OCC(=O)Nc3ccc(Cl)cc3)c2)SC1=S,5.7,-0.3,12.4,13.5,-1.6,5.4,-1.0,i,7.0,0.9
CC(C)OC(=O)c1nnn(-c2nonc2N)c1CN1CCc2ccccc2C1,2.3,0.2,24.4,-8.5,-0.1,10.2,0.5,5.0,-2.1,/
CCOC(=O)C1=CCN(S(=O)(=O)c2ccc(C)cc2)C1c1ccc(C)cc1 (stereo not given),/,/,16.7,/,0.1,/,-2.9,/,/,1.7
COc1cc2cnc(-c3ccccc3)c(C(=O)c3ccc(F)cc3)c2cc1OC,/,411.4*,5.4,35.2,-0.5,/,-5.8,-3.8,18.7,1.2
CC(O)CN(CC(C)O)c1ccc2c(c1)Cc1cc([N+](=O)[O-])ccc1-2 (stereo not given),/,-1.2,17.0,-19.9,1.3,/,7.5,i,-7.7,-2.8
NS(=O)(=O)c1ccc(-n2cccc2C=O)cc1,0.8,-1.7,-8.3,-4.4,-0.1,-2.0,-2.0,-0.1,5.3,2.3
Cc1cc2c(cc1S(=O)(=O)NCc1ccc(Cl)cc1)OCC(=O)N2,-2.0,0.1,2.8,-4.1,-0.1,-18.2,3.8,-0.2,-11.2,0.9
COC(=O)C1CCN(S(=O)(=O)CCNC(=O)c2cccc(OC)c2)CC1,/,0.4,-5.3,-4.8,-1.4,/,2.1,i,6.3,0.2
CCOc1ccc(NC(=O)CSc2nnc(Cn3cnc([N+](=O)[O-])n3)n2CC)cc1,-3.3,-1.1,-7.7,4.8,0.2,-9.8,-2.0,-0.7,-5.5,-1.5

# A different layout for 2 compounds above:
# Below each SMILES – 3CLpro inhibitor, PfHsp40 yeast, CCHFV vOTU inh, Yp Topo-I inh, BoNT-A LC inh2, DUSP3 inh, Anthrax LF prot, BH1578 lux ind, SSB-PriA inh, TcdB inh
CCCCn1c(N)c(N(CC(C)C)C(=O)CC2CCCC2)c(=O)[nH]c1=O
  /, -0.4, 0.6, -3.9, -0.4, /, 0.0, i, -9.6, 0.2
Cc1ccccc1CNS(=O)(=O)c1ccc2c(c1)C(C)(C)C(=O)N2C
  1.3, -1.2, -7.4, -4.1, 3.2, -6.5, -1.5, 0.7, 1.2, -1.5

# Following part.
SMILES,3CLpro inhibitor,PfHsp40 yeast,CCHFV vOTU inh,Yp Topo-I inh,BoNT-A LC inh2,DUSP3 inh,Anthrax LF prot,BH1578 lux ind,SSB-PriA inh,TcdB inh
O=C(O)/C=C\c1ccccc1Oc1cccc(Cl)c1,4.6,9.2,-16.2,15.8,-1.2,-2.0,0.6,-0.3,-9.7,-0.8
CN(Cc1ccccn1)C(=O)CC1C(=O)NCCN1Cc1cccc(Oc2ccccc2)c1 (stereo not given),3.8,-0.3,7.2,4.4,0.9,-14.5,-0.7,i,18.1,0.6
Cc1ccccc1CC(=O)NCC1CCCCC1,-0.7,-0.6,-1.6,-10.6,0.7,-0.7,16.9,i,-2.2,-8.3
CN1/C(=C/C(=O)C2CCC2)Sc2ccccc21,-3.5,0.7,7.9,0.8,0.0,-0.7,-1.6,2.5,4.1,0.8
N#CC1(Nc2ccc3ccccc3c2)CCCC1,/,0.6,11.2,-8.0,0.2,/,-4.5,i,-4.5,-0.7
O=C(O)c1ccc(CSc2nnc(-c3ccc(Cl)cc3)o2)cc1,7.2,-0.8,7.4,9.8,0.8,4.1,13.3,i,-14.8,0.6
CNc1nc(Cl)nc2c1ncn2-c1ccccc1,/,1.1,-16.9,-3.6,-0.8,/,-6.2,-0.8,-9.9,0.8
COC(=O)c1sccc1NC(=O)c1cc(OC)cc(OC)c1,1.9,1.0,4.3,2.5,-1.2,3.3,-4.3,i,-31.9,/
CC12CCC(=O)C=C1CCC1C2CCC2(C)C(C(=O)CO)CC(O)C12 (stereo not given),/,0.8,2.8,0.0,-0.5,/,-0.8,1.2,-2.7,-0.4
N#CC1=C(N)C2=C(N3CCCCC3)CCCC2C1(C#N)C#N (stereo not given),-8.2,1.1,/,-6.0,-2.8,7.9,-13.1,0.1,1.2,/
CC(=O)Cn1c(C(F)(F)F)nc2ccccc21,-2.9,-0.6,3.3,2.3,0.0,0.0,-3.2,i,-14.0&6.0&-23.2,/
COc1cccc(C(=O)OCC(=O)NC(=O)NC2CCCC2)c1O,-3.3,-0.8,8.3,3.8,-0.3,25.9,0.3,1.6,-4.8,-0.5
Cc1ccc(NC(=O)CN2C(=O)CN(C)C2=O)cc1S(=O)(=O)N1CCCCC1,0.5,1.4,10.0,10.2,-2.7,4.0,-1.2,0.3,-16.6,2.2
CCN(CC)CC(=O)Nc1c2c(nc3ccccc13)N(C)CC2,4.6,0.8,-25.1,2.4,-2.4,9.8,6.3,-0.7,-6.2,1.3
O=C(O)CCCC(=O)Nc1ccccc1C(=O)N1CCOCC1,0.3,0.0,14.1,9.7,-1.0,19.9,4.0,i,-7.4,-2.0
CC1CCCCC1NC(=O)CO/N=C/c1ccccc1OC(F)F (stereo not given),2.8,0.1,15.2,4.7,0.3,1.9,-1.0,0.8,/,-1.5
COc1ccc(-c2ccc([C@H]3[C@@H]4C=CCC[C@@]4(C)C(=O)N3Cc3ccccc3)c(F)c2)cc1,/,1.8,9.3,-0.5,-0.2,7.3,1.4,-2.2,-5.3,0.4
COc1cccc(C=NNC(=O)C2CC2)c1,/,-0.1,-20.1,2.7,-0.7,/,0.4,1.3,-5.5,1.6
COC(=O)C1=C(C)NC(C)=C(C(=O)OC)C1C1CC=CCC1 (stereo not given),1.4,0.4,8.7,4.8,-0.3,0.9,0.5,i,-0.1,/
NC(=O)C1CCN(CCCNC2CC(=O)N(Cc3ccc(N4CCCC4=O)cc3)C2=O)CC1 (stereo not given),-4.0,0.9,-1.1,-0.2,0.3,/,1.2,-0.9,-1.0,2.1
CCC(NC(=S)NCc1ccc(F)cc1)c1ccc(C(C)C)cc1 (stereo not given),6.2,472.4*,1.2,30.0,2.9,5.9,-3.3,-0.9,0.1,0.3
Cc1ccc(C(=O)N2Cc3ccccc3CC2C(=O)O)cc1 (stereo not given),-1.1,2.4,-4.4,0.0,-0.2,20.0,-5.4,i,-12.2,-0.7
O=C(CO/N=C/c1cccc([N+](=O)[O-])c1)NC1CCCCC1,5.0,0.1,9.1,-2.3,0.7,-1.6,0.4,i,/,0.9
COc1ccc(SCCc2nnc(-c3ccccc3)o2)cc1,-1.8,0.6,0.1,8.1,-1.7,20.7,0.7,0.6,2.9,1.5
O=C1CC(C(=O)Nc2ccc(Br)cc2)C2(CCCC2)O1 (stereo not given),-0.9,/,-6.9,/,/,14.6,/,/,/,0.1
O=C1NC(Cc2ccc(O)cc2)c2nc3cc(F)ccc3c(=O)n2-c2cc3ccccc3cc21 (stereo not given),/,/,3.0,33.3,-0.6,/,-6.9,-0.5,/,0.4
CC(C)(C)OC(=O)[C@H](Cc1ccccc1)NC(=O)c1nc[nH]c1C(=O)N1CCc2ccccc2C1,5.9,1.0,12.8,34.2,-0.6,24.4,-4.0,-0.4,12.2,-0.3
CCCCn1c(N)c(N(CC)C(=O)CSCc2c(C)noc2C)c(=O)[nH]c1=O,1.6,-0.1,18.5,-5.8,5.6,18.7,4.7,1.0,-11.4,-9.0
COc1ccccc1NC(=O)COC(=O)CC(C)(C)CC1=NS(=O)(=O)c2ccccc2N1,4.5,2.0,-4.9,5.4,-1.2,-14.4,-1.0,-1.0,3.2,0.0
CCn1c(COc2ccccc2)nnc1SCC(=O)NCc1ccco1,5.1,0.9,8.7,-3.7,-1.3,0.8,-0.4,i,-10.0,1.0
COc1ccc(N2CCN(C(=O)C3CCN(S(=O)(=O)c4ccc5c(c4)oc(=O)n5C)CC3)CC2)cc1,-5.0,-0.7,1.4,12.1,1.1,1.9,-2.2,5.6,-4.5,-3.1
Cc1nc(C)n(C(Oc2ccc(Cl)cc2Cl)C(=O)C(C)(C)C)n1 (stereo not given),/,-0.4,6.1,-2.4,0.5,/,-7.7,-0.7,-8.9,0.9
O=C(Nc1c(F)cc(F)cc1Br)c1cc(-c2ccccc2)on1,1.3,0.6,1.4,4.7,1.4,0.1,9.8,i,-1.7,0.4
CCCCC(=O)Nc1cc(Cl)ccc1C(=O)O,5.4,0.0,5.9,3.1,-1.2,-12.3,-2.8,i,-5.2,5.9
NC(=O)c1c(NC(=O)c2ccc(F)cc2)sc2c1CCC2,1.5,-1.3,-5.5,-16.2,-2.8,-0.5,-3.7,i,-2.0,2.3
CCCCNC(=O)[C@@](CC)(ONc1ccccc1C(F)(F)F)c1cccc2ccccc12,/,0.3,15.9,40.6,1.7,/,-5.7,-0.4,/,1.0
C/C(=N\NC(=O)COc1ccccc1-c1ccccc1)c1ccccn1,-1.2,617.9*,11.7,12.9,-2.0,-3.7,0.2,-0.3,/,0.1
O=C(CNC(=O)c1ccc(Br)cc1)NCC(=O)OCC(=O)c1ccc(F)cc1,-0.9,-1.7,-9.8,7.9,3.2,-5.6,5.3,i,-11.3,0.4
Cc1[nH]c2ccc(F)cc2c1CCN(Cc1cccnc1)C(=S)NC(C)(C)C,0.0,0.4,4.7,0.3,-0.9,34.2,-2.8,i,8.7,0.3
CNC(=S)Nc1cccc(C(=O)O)c1,-4.8,0.8,-11.0,-1.2,-0.1,12.1,-3.6,-0.3,-11.0,0.9
C#CCn1c(CCNC(=O)c2ccco2)nc2ccccc21,9.1,-0.8,10.0,-0.9,-0.3,-2.2,0.1,i,-7.3,0.8
Cc1ccc(Nc2nc3nonc3nc2N(C)C)cc1,-1.9,-0.1,3.2,-0.6,0.1,11.6,1.1,i,-1.0,/
C=CCn1c(Oc2cccc(C)c2)nc2c1c(=O)n(C)c(=O)n2C,3.0,-0.4,-6.0,4.5,-0.2,12.0,-1.3,-0.2,4.8,0.9
Cc1c(C(=O)NCc2cccnc2)oc2ccc(S(=O)(=O)N3CC(C)CC(C)C3)cc12 (stereo not given),2.6,-0.2,-7.2,-3.2,-0.7,15.1,-2.3,-0.2,-14.3,-0.3
O=C(O)c1ccccc1-c1ccccc1C(=O)Nc1ccc(OC(F)(F)F)cc1,4.3,1.0,-2.6,8.0,-1.4,3.5,-14.8,0.5,-15.3,-2.1
COc1ccc(N2CCN(C(=O)CCNS(=O)(=O)c3cc(Br)cnc3N)CC2)cc1,-4.6,-0.6,/,20.0,-0.9,-3.0,1.7,-2.0,14.4,/
CC(=O)c1c(O)c2cccc3c2n(c1=O)CCC3,6.8,6.4,3.8,-5.9,2.2,13.8,8.8,i,-28.8,1.7
C/C=C(/C)C(=O)Nc1cccc(C2=NOC3(C2)C[C@@H](C(N)=O)N(C(=O)C2(C)CC2)C3)c1 (stereo not given in full),/,0.3,-7.3,1.9,-0.3,14.9,2.9,-0.3,-17.9,0.4
O=C(COC(=O)/C=C/c1cccc([N+](=O)[O-])c1)NCC1CCCO1 (stereo not given),-1.5,-0.5,2.9,-10.7,-0.5,9.0,-4.2,-1.1,-6.7,-1.5

# Assay outcomes deposited in PubChem BioAssay by several laboratories.
